# Screening results (PubChem)
# NPY1 pot ag: NPY-Y1 receptor potentiators or agonists, primary screen, cell-based; NPY-Y1 expressing cells, potentiator/agonist activation; activation, % at 3.6 µM; actives 0.37% (n = 220,000); AID 1304, 2008; in the data active = activation above about 33%, passing the limit was not always enough;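 also: cells stimulated with NPY at EC10 then isoproterenol at EC100; 0% = low agonist plus stimulus and 100% = saturating agonist plus stimulus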
# Ba/F3 V617F tox: reduced viability of JAK2V617F-dependent Ba/F3 cells, primary screen, JAK2V617F inhibitor project, cell-based, Ba/F3 EpoR-JAK2V617F, luminescence. ATP luminescence. inhibition, % at 5.6 µM. actives 1.1% (n = 220,000). AID 1446, 2008;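 active = inhibition above the campaign mean plus 3 SD over all tested compounds, cut at about 24% in these data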;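 also: cytokine-independent growth of Ba/F3 cells driven by EpoR plus mutant JAK2; 0% = DMSO-treated cells and 100% = JAK inhibitor I control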
# NPY-Y1 antag: NPY-Y1 receptor antagonists, primary screen, cell-based; inhibition, % at 3.6 µM; actives 1% (n = 200,000); HEK293-CNG Y1 cells, membrane potential fluorescence; NPY at EC95, then isoproterenol; AID 1040, 2008; Neuropeptide Y receptor type 1 (Homo sapiens), P25929;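 active = inhibition above the campaign mean inhibition of all tested compounds plus 3 SD, cut at about 20% in these data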;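 also: 0% = DMSO wells given NPY plus isoproterenol and 100% = isoproterenol alone without NPY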
#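 Assay system: HEK293 cells with Y1 receptor plus CNG channel | Probe or stimulus: NPY (25 nM), isoproterenol (1 µM), Ro 20-1724 (25 µM) | Timing: Compound incubation 1 h at room temperature, readout 45 min post-stimulation | Measured by: Membrane-potential fluorescent dye readout | Benchmarks: High control isoproterenol alone, low control NPY with isoproterenol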
# Runt-CBFb FRET: inhibitors of RUNX1 Runt–CBFb binding, primary screen, biochemical, FRET, Cerulean-Runt, Venus-CBFb, uHTS; Runt-related transcription factor 1 (Homo sapiens) + Core-binding factor subunit beta …; Cerulean-Runt/Venus-CBFb FRET ratio 530/480, 1 h; inhibition, % at 20 µM; actives 0.46% (n = 220,000); AID 1496, 2009;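 active = inhibition over about 50% at 20 µM in the single-dose screen, limit read from the data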;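 also: 0% = DMSO wells and 100% = excess unlabeled CBFb competitor control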
# Target sequence (Q01196 whole entry, looked up): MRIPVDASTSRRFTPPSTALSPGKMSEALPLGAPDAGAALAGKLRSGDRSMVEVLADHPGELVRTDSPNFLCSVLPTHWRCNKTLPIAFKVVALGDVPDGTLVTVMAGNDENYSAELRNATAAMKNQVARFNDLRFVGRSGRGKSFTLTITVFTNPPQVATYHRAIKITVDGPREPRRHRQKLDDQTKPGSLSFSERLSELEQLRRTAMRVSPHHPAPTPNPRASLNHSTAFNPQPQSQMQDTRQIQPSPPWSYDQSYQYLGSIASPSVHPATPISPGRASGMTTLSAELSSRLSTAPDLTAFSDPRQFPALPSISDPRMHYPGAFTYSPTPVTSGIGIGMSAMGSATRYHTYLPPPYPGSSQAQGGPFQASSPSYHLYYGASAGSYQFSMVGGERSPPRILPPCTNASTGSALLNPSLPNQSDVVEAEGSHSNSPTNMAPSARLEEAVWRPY
# Target sequence (Q13951 whole entry, looked up): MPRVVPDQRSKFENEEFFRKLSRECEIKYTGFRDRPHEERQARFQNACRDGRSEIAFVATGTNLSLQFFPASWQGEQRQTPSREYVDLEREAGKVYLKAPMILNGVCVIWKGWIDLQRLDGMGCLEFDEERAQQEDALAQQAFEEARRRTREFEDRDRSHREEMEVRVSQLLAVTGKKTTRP
#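 Assay system: Cerulean-tagged RUNX1 Runt domain (FRET donor) fusion protein / Amount: 100 nM each of Venus-CBFb and Cerulean-Runt domain / Medium: Tris buffer pH 7.5 with salts and BSA / Also added: Venus-CBFb 100 nM / Schedule: 1 h complex formation plus 1 h compound treatment, room temperature / Signal: FRET fluorescence / Read-out: loss of energy transfer signal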
# S1P4 agonist: S1P4 receptor agonists, primary screen, cell-based. S1P4-expressing cell line, agonist reporter assay. actives 0.35% (n = 220,000). activation, % at 4.98 µM. Sphingosine 1-phosphate receptor 4 (Homo sapiens), O95977; in the data active = activation above about 11%;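 also: 0% = DMSO vehicle and 100% = reference agonist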
# BaF3 parental: parental Ba/F3 cell viability inhibition, counter-screen for JAK2V617F inhibitor project, murine pro-B, CellTiter-Glo luminescence. CellTiter-Glo ATP luminescence. inhibition, % at 5.6 µM. actives 1.1% (n = 220,000). AID 1486, 2009;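 active = inhibition above a per-campaign cutoff, the mean inhibition of all tested compounds plus 3 SD, cut at about 27% in these data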;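 also: 0% = DMSO wells and 100% = JAK Inhibitor I control wells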
# NPY2 pot ag: NPY-Y2 potentiators or agonists, primary screen, cell-based; Neuropeptide Y receptor type 2 (Homo sapiens), P49146; cells expressing NPY-Y2, potentiator/agonist read-out; activation, % at 3.6 µM; actives 0.45% (n = 220,000); AID 1359, 2008; in the data active = activation above about 27%;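 also: cells stimulated with NPY near EC25 plus isoproterenol at EC100; 0% = vehicle plus submaximal agonist and 100% = vehicle plus saturating agonist; some results beyond the cut were filed as inactive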
# Target sequence (P49146 whole entry, looked up): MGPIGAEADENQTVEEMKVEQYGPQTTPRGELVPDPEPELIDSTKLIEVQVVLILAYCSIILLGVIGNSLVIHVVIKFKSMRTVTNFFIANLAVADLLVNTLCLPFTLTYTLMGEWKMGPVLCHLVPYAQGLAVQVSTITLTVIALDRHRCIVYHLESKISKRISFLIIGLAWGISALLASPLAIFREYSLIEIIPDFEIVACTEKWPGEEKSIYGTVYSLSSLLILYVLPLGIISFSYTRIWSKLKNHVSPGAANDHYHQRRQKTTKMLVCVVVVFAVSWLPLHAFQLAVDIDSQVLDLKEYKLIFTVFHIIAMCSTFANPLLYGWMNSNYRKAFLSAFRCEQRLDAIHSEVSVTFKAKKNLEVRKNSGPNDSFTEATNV
# S1P4 antag: S1P4 receptor antagonists, primary screen, cell-based; Sphingosine 1-phosphate receptor 4 (Homo sapiens), O95977; S1P4-expressing cells, antagonist mode, reporter read-out; inhibition, % at 4.98 µM; actives 0.26% (n = 220,000); AID 1510, 2009; in the data active = inhibition above about 29%;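 also: 0% = wells stimulated with agonist and 100% = vehicle wells without agonist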
# RBBP9 inh: human RBBP9 inhibitors, primary screen, biochemical, fluorescence polarization, FP-Rh probe, HTS | recombinant RBBP9 | actives 0.2% (n = 220,000) | inhibition, % at 7.94 µM;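 active = inhibition above the campaign mean of all tested compounds plus 3 SD, cut at about 14% in these data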;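 also: plate controls were DMSO wells with RBBP9 for no effect and wells lacking RBBP9 protein for full effect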
#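 Test system – recombinant human RBBP9 · Input – RBBP9 2.5 µM in dispensing solution, pre-mixing · Medium – Tris buffer pH 8.0, NaCl, Pluronic · Schedule – preincubation 30 min plus labeling 45 min at 25 °C · Measured by – fluorescence polarization · Measure – % inhibition · Controls – DMSO and no-protein wells · Replicates – one well per compound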
# Numbers without * were called inactive; nt = not tested or not shown.
Molecule | NPY1 pot ag | Ba/F3 V617F tox | NPY-Y1 antag | Runt-CBFb FRET | S1P4 agonist | BaF3 parental | NPY2 pot ag | S1P4 antag | RBBP9 inh
COc1ccc(CNC(=O)C2CCN(c3nc(OC)nc(OC)n3)CC2)cc1 | -5 | 0 | 8 | 0 | -4.3 | 7 | 1 | -1 | 2
CCOC(=O)C1=C(C)N(CCCC(=O)NCc2ccc3c(c2)OCO3)C(=O)NC1c1ccc(Br)cc1 (centres undefined) | -8 | -2 | -3 | -3 | 0.3 | 7 | 4 | 6 | -1
Cc1nnc(SCC(=O)N2CCCc3ccccc32)[nH]c1=O | -5 | -1 | -2 | -1 | 1.0 | 2 | -1 | 3 | -7
Cn1cc(C=O)c2cc(S(=O)(=O)N3CCOCC3)ccc21 | -5 | 5 | 4 | -1 | 1.2 | 6 | -10 | 8 | -5
Cn1nc([N+](=O)[O-])nc1Oc1ccc(C(C)(C)C)cc1 | -6 | -5 | 2 | -2 | 0.2 | 4 | 3 | -9 | -3
CC1CCCC(NC(=O)C2CCN(S(=O)(=O)N3CCOCC3)CC2)C1C (centres undefined) | -10 | -5 | -7 | -1 | 1.8 | 0 | -7 | -16 | -5
Cc1cc(N2CCN(c3ccccn3)CC2)n2c(nc3ccccc32)c1C#N | -8 | -3 | 12 | -91 | 1.4 | -1 | -14 | -19 | -8
CC(Oc1ccccc1)c1ccnn1S(=O)(=O)c1ccccc1 (centres undefined) | 12 | -4 | 5 | -2 | -2.5 | 3 | 9 | -5 | 0
CCN(CC)CCn1c(-c2ccc(C)cc2)nc(=S)c2c1CC(C)(C)OC2 | -5 | 2 | nt | -1 | -0.3 | -3 | -1 | 2 | -4
On1c(-c2ccc(Cl)cc2)nc2ccccc21 | 7 | 1 | -2 | 18 | 1.0 | 7 | -5 | -19 | -2
O=Cc1ccc(OCc2nnsc2Cl)cc1 | -11 | 3 | 6 | 1 | -0.1 | 1 | 3 | -7 | -3
CCN(Cc1ccccc1)C(=O)Cn1c(=O)n(CC(=O)NCc2ccco2)c(=O)c2sccc21 | -2 | 2 | 10 | -2 | -0.6 | 10 | -8 | -7 | -7
CC(=NCc1cccc(Cl)c1)c1nc(-c2ccco2)oc1O | -36 | 53* | 2 | 0 | -0.9 | 49* | -3 | -1 | -1
Cc1ccc(S(=O)(=O)Nc2cnc3ccccc3c2)cc1 | 9 | 3 | 18 | 0 | 0.3 | 11 | 2 | -2 | -5
CC1CCN(CCCNC(=O)c2coc3nc4ccccc4nc23)CC1 | 3 | -2 | -2 | 13 | 1.6 | 3 | -6 | -15 | -2
Cc1ccc(NS(=O)(=O)c2cc(NC(=O)c3cc(=O)[nH]c(=O)[nH]3)ccc2Cl)c(C)c1 | 10 | 2 | nt | -6 | 0.5 | 4 | -22 | -1 | -12
O=C(NNC(=S)NCc1ccco1)c1cccs1 | -6 | -4 | -3 | 4 | 6.5 | 5 | 1 | 0 | 3
COc1ccc(C(C#N)N2CCC(c3ccccc3)=N2)cc1OC (centres undefined) | 10 | 0 | 3 | 6 | 1.6 | 5 | 1 | -15 | 3
COc1cc(C2C(C#N)=C(N)Oc3n[nH]c(C)c32)cc2c1OCO2 (centres undefined) | -15 | 4 | 4 | -3 | 1.6 | 4 | 5 | -11 | -16
C=CCN1C(C(=O)c2ccccc2)=C(OC(=O)COc2ccccc2)c2ccccc2S1(=O)=O | 4 | 1 | -4 | 2 | 1.9 | 2 | 2 | -23 | -13
COc1cccc(-n2c(Cc3cc(=O)[nH]c(=O)[nH]3)nnc2SCC(=O)N2CCC(C)CC2)c1 | 5 | -1 | 3 | 1 | -2.3 | 2 | -13 | -4 | -2
Cc1cc(C)cc(N(C(=O)Cc2cccs2)C(C(=O)NC2CCCC2)c2ccc(C)o2)c1 (centres undefined) | -11 | 3 | 3 | -3 | -1.9 | 0 | 7 | -11 | -8
Clc1cccc(N2CCN(Cc3nc(-c4ccccc4)no3)CC2)c1 | -13 | 2 | 8 | -2 | -2.5 | 4 | -14 | -9 | -2
CC(C)OC(=O)CSc1nnc(SCc2cccc3ccccc23)s1 | -12 | -3 | 11 | -5 | 2.0 | 2 | -19 | -6 | 2
COc1ccc(CCNC(=O)CCC(=O)N2CCN(S(=O)(=O)c3ccccc3)CC2)cc1OC | -13 | -1 | 2 | 0 | -0.4 | 2 | 7 | 13 | -8
O=C1C2C3C=CC(CNS(=O)(=O)c4ccccc4[N+](=O)[O-])(O3)C2C(=O)N1c1ccccc1 (centres undefined) | 1 | 5 | 1 | 30 | -0.3 | 12 | -6 | -14 | -4
COCCn1c(SCC(=O)N2CCCc3ccccc32)nc2ccccc2c1=O | 17 | 6 | -1 | -2 | -2.0 | 60* | -11 | -13 | 3
COCCNc1nc(N)c([N+](=O)[O-])c(NCCO)n1 | 7 | -2 | -3 | 0 | -3.3 | 1 | 10 | -4 | -1
CCOC(=O)c1c(C)[nH]c(C(=O)O)c1C | -1 | -1 | 7 | 0 | -0.7 | 8 | 5 | 5 | 0
O=C(CCN1CCCCC1)Nc1ccc(Br)cc1 | 2 | 6 | 3 | -1 | -1.6 | 11 | -20 | 7 | 3
C#CCOCCOCCOCCNc1nc(N2CCOCC2)nc(N2CCN(C(=O)[C@H](Cc3cc4ccccc4[nH]3)n3cc([C@@H](N)C(C)CC)nn3)CC2)n1 (some centres undefined) | 2 | 3 | 7 | 0 | -1.1 | 0 | 12 | 12 | -6
COc1ccc(C2CC(=O)c3cnn(-c4nc(C)cc(C)n4)c3C2)cc1OC (centres undefined) | -2 | 1 | nt | 0 | 0.0 | 0 | -16 | -2 | -6

# In another format: results already given
Cc1ccc(NS(=O)(=O)c2cc(NC(=O)c3cc(=O)[nH]c(=O)[nH]3)ccc2Cl)c(C)c1
- NPY1 pot ag: 10
- Ba/F3 V617F tox: 2
- NPY-Y1 antag: nt
- Runt-CBFb FRET: -6
- S1P4 agonist: 0.5
- BaF3 parental: 4
- NPY2 pot ag: -22
- S1P4 antag: -1
- RBBP9 inh: -12

O=C(NNC(=S)NCc1ccco1)c1cccs1
- NPY1 pot ag: -6
- Ba/F3 V617F tox: -4
- NPY-Y1 antag: -3
- Runt-CBFb FRET: 4
- S1P4 agonist: 6.5
- BaF3 parental: 5
- NPY2 pot ag: 1
- S1P4 antag: 0
- RBBP9 inh: 3

# Continuation:
compound	NPY1 pot ag	Ba/F3 V617F tox	NPY-Y1 antag	Runt-CBFb FRET	S1P4 agonist	BaF3 parental	NPY2 pot ag	S1P4 antag	RBBP9 inh
O=S(=O)(Nn1cnnc1)c1ccccc1Cl	-14	-1	1	0	-1.3	4	1	-4	-2
CC(=O)NC(c1ccc(Cl)cc1)c1c(O)ccc2ccc(O)cc12 (centres undefined)	26	2	-7	6	-1.5	5	26	13	12
Cc1ccc(C(=O)c2ccccc2C(=O)O)cc1C	-24	1	6	2	2.2	4	-3	-18	2
CC(=O)NC1=NN(C(C)=O)C(c2cccs2)S1 (centres undefined)	5	-6	-5	1	2.2	2	-9	-9	-1
CCOc1ccccc1NC(=O)Nc1cc(OC)ccc1OC	-6	4	1	1	1.3	8	-5	-13	-3
O=C(CSc1nc2ccccc2o1)N1CCN(C(=O)c2ccco2)CC1	4	-4	8	0	2.1	-1	-8	-9	2
Cc1n[nH]c(=S)n(/N=C/c2cccs2)c1=O	1	-2	nt	2	0.4	-3	1	3	2
Cc1ccsc1-c1nc(CN(C)C(C2CC2)C2CC2)c(C)o1	1	-3	5	-1	0.5	3	-10	2	-2
CCCS(=O)(=O)c1c(S(=O)(=O)CCC)c2cnccn2c1C(=O)c1ccc(CC)cc1	-14	-3	4	-7	1.7	2	13	4	-1
Cc1cccc2cc(COC(=O)COc3ccccc3)c(=O)[nH]c12	3	0	-7	-2	2.1	-1	11	0	-5
CC1/C(=N/O)CC(c2ccco2)NC1c1ccco1 (centres undefined)	-6	0	2	-2	1.5	1	-14	1	-4
Cc1ccc(-c2c[n+](=O)c3c(n2[O-])CCC3)cc1	30	-6	nt	2	-0.2	-4	-9	4	-3
CC1CCCC(C)N1NC(=O)c1ccc(Cl)c(S(N)(=O)=O)c1 (centres undefined)	18	-1	4	2	0.9	2	15	-7	7
C=CCOC(=O)C1=C(C)Nc2nnnn2C1c1cccc(OC)c1OC (centres undefined)	16	-1	-2	-2	0.3	6	4	-1	6
Cc1ccc(NC(=O)C(CC(C)C)NC(N)=O)cc1 (centres undefined)	8	0	-2	-1	-0.1	4	10	-6	-7

# Ordered by value in NPY-Y1 antag (ascending): some entries from above
SMILES,NPY-Y1 antag
CC1CCCC(NC(=O)C2CCN(S(=O)(=O)N3CCOCC3)CC2)C1C (centres undefined),-7
Cn1nc([N+](=O)[O-])nc1Oc1ccc(C(C)(C)C)cc1,2
CCCS(=O)(=O)c1c(S(=O)(=O)CCC)c2cnccn2c1C(=O)c1ccc(CC)cc1,4
CC(Oc1ccccc1)c1ccnn1S(=O)(=O)c1ccccc1 (centres undefined),5
CC(C)OC(=O)CSc1nnc(SCc2cccc3ccccc23)s1,11

# Other compounds:
compound	NPY1 pot ag	Ba/F3 V617F tox	NPY-Y1 antag	Runt-CBFb FRET	S1P4 agonist	BaF3 parental	NPY2 pot ag	S1P4 antag	RBBP9 inh
Cc1sc(NC(=O)C2CCCCC2C(=O)O)c(C(N)=O)c1-c1ccc(C(C)C)cc1 (centres undefined)	12	1	-4	-2	-1.1	1	5	-15	1
CC(=O)Nc1ccc(-n2c(C)nc(=O)c(-c3ccccc3)c2C)cc1	0	1	1	2	1.0	4	-2	-2	-4
COC(=O)c1ccc(-c2ccc(/C=N/NC(=O)CC3(C)OCCCO3)o2)cc1	2	-3	-2	nt	-1.2	-1	-6	-16	8
OCC(O)/C=N/Nc1nc(N2CCCCC2)nc(N2CCCCC2)n1 (centres undefined)	3	-3	-1	-2	1.5	6	4	-9	-9
CCC1=NN(C(=O)C(=O)Nc2ccc(Br)cc2)C(O)(C(F)(F)F)C1 (centres undefined)	-11	5	14	nt	-1.0	10	-13	-3	-1
CCOc1ccc(CCNC(=O)CCCN2C(=O)c3ccccc3C2=O)cc1OCC	-7	-2	-3	-1	-1.6	3	-17	-6	-5

# Looked up above:
# COc1ccc(C(C#N)N2CCC(c3ccccc3)=N2)cc1OC (centres undefined) | NPY2 pot ag = 1
# COCCn1c(SCC(=O)N2CCCc3ccccc32)nc2ccccc2c1=O | NPY2 pot ag = -11
# Cc1cccc2cc(COC(=O)COc3ccccc3)c(=O)[nH]c12 | NPY-Y1 antag = -7
